CHX counter: counter-screen for Shiga toxin inhibitors: cycloheximide protein synthesis inhibition; max response, %; 300,000 tested, 12% active; cell reporter, cycloheximide protein synthesis inhibition counterscreen; AID 2314; in the data active means max response mostly above about 13%, no sharp cut-off; inactive means mostly below about 14%; further: read at 38.3 µM for the half of the compounds with a filed dose; 0% is about no effect
Tb PYK inh: blocks Trypanosoma brucei pyruvate kinase | Potency, µM (highest dose often 76.8 µM), inactives show top-dose activity, negative = inhibition, usual class: inhibitors | Q57TT1 | AID 624173 | 410,000 tested, 0.12% active | TbPYK enzyme, Kinase-Glo Plus ATP luminescence, 45 min; further: potency means the concentration at half of the fitted maximal effect; on the % scale 0 is the no-effect control and ±100 the full control effect; nearly all actives have a fitted effect of over 50% in size
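ADP (130 uM final) triggers the TbPYK reaction after compound addition; incubation is 45 min at room temperature. Kinase-Glo Plus is then added and luminescence imaged. Normalized data are fitted to concentration-effect curves.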
Pf growth 48h: P. falciparum growth inhibition at 48 hours (one generation) | P. falciparum luciferase growth in erythrocytes, 48 h | Potency, µM (doses to about 28.7 µM), for the others: at the top dose activity change, negative = inhibition, actives largely listed as inhibitors | 310,000 tested, 5.9% active; further: potency means the concentration at half of the fitted maximal effect; on the % scale 0 is the no-effect control and ±100 the full control effect
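Luciferase-expressing P. falciparum in infected erythrocytes (2% hematocrit, 0.1% parasitemia final) in RPMI 1640/0.5% Albumax were exposed to compound for 48 hours at 37 C, 5% CO2; growth read as luminescence.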
AMA1 RON2 block: disrupts binding of P. falciparum AMA1 to RON2 | AlphaScreen AMA1-biotinylated RON2 peptide binding | 360,000 tested, 0.2% active | AID 720542 | Potency, µM (series often up to 58.2 µM), for the others: at the top dose activity change, negative = inhibition, actives largely listed as inhibitors;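 further: potency means the concentration at half of the fitted maximal effect; 0% = vehicle wells and -100% = peptide control; nearly all actives have a fitted effect of over 45% in size; some results filed as inactive show a strong effect at the top dose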
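AMA1 (3D7) with his tag at 25 nM final met compounds first, then biotinylated RON2 peptide at 25 nM; detection used donor plus acceptor beads, 10 µg/mL apiece, read by AlphaScreen after 30 min at room temperature.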
Pf growth 96h: P. falciparum growth inhibition at 96 hours; AID 504834; P. falciparum luciferase reporter growth, 96 h; Potency, µM (doses to about 28.7 µM), inactives show top-dose activity change, negative = inhibition, hits mostly inhibitors; 320,000 tested, 6.9% active; further: potency means the concentration at half of the fitted maximal effect; on the % scale 0 is the no-effect control and ±100 the full control effect
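Parasite growth measured via integrated firefly luciferase reporter in P. falciparum. Infected erythrocytes at 2% hematocrit, 0.05% parasitemia final were treated 96 hours at 37 C under 5% CO2, and luminescence was read.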
Shiga toxin inh: Shiga toxin inhibition. 290,000 tested, 9.2% active. Vero cells, Shiga toxin protein synthesis inhibition reporter. inhibition, % at 38.7 µM; in the data active means inhibition mostly above about 28%, no sharp cut-off; inactive means mostly below about 43%; further: 0% is about no effect
LmPK inhibitor: LmPK (Leishmania mexicana) enzyme inhibition; Q27686; purified LmPK, Kinase-Glo ATP luminescence, 1 h; Potency, µM (highest dose often 57.5 µM), inactives show at the top dose activity change, negative = inhibition, actives largely listed as inhibitors; 290,000 tested, 0.37% active; further: potency means the concentration at half of the fitted maximal effect; on the % scale 0 is the no-effect control and ±100 the full control effect
Target sequence (Q27686 whole entry, looked up): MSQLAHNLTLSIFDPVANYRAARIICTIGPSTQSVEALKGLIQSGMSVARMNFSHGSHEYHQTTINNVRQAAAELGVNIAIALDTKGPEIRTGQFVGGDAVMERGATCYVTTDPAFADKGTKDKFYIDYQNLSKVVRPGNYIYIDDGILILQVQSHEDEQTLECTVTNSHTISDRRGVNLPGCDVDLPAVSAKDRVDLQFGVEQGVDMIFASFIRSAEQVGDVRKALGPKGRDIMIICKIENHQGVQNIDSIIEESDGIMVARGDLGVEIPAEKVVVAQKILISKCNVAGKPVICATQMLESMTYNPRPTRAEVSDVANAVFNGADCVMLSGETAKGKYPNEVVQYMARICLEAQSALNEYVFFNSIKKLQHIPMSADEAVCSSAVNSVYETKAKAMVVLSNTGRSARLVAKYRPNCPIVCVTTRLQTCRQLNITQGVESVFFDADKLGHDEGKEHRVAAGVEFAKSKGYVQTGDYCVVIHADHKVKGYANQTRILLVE
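Purified LmPK (0.1 nM) with 0.5 mM PEP and 0.1 mM ADP in imidazole buffer pH 7.2 with MgCl2/KCl, 1 h at room temperature. ATP formed was read by luciferase luminescence and normalized to no-enzyme and uninhibited controls.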
* marks the source's active call; other numbers are inactive results; ? = inconclusive; nt = no result given; & = joins results of further samples; [ ] = another dose, or the depositor's remark. Unless noted, the call rests on the fitted dose curve; in most records, active means well fitted curve in the direction sought with a large enough effect; inconclusive means small, poorly fitted or top-dose-only effect, or another doubt; inactive means no such curve, though single readings can be large; an effect the other way counts as inactive or inconclusive. No enrichment for hits; about 21% have a hit in one of these screens.

Each structure is followed by: CHX counter	LmPK inhibitor	Pf growth 96h	Shiga toxin inh	Tb PYK inh	AMA1 RON2 block	Pf growth 48h
> C/C(=N\Nc1ncc(Cl)cc1Cl)c1ccc(OC(F)F)cc1
    50*	1%	80%[activator]	42*	1%	-5%	35%[activator]
> Cc1onc(-c2ccccc2)c1C(=O)Nc1ccnn1C1CCCCC1
    -2	2%	-6%	-1	-5%	1%	2%
> CC(C)(C)c1ccc(Cn2nnc3c(=O)[nH]c(C4CCN(C(=O)c5ccco5)CC4)nc32)cc1
    -3	7%	-2%	-7	-1%	-8%	6.6µM*
> CCc1nc(N2CCOCC2)c(C#N)c2c1CCCC2
    -3	1%	-21%	-12	-4%	12%	13%
> CC(=O)c1c(C)nc(-c2ccccc2)nc1NC(=O)Cc1ccccc1
    17	-1%	42%[activator]	31	3%	-1%	-11%
> CN1CCC(OC(=O)COc2ccc(F)cc2)CC1
    5	6%	?	15	5%	10%	2%
> CN=Cc1cc(-c2ccccc2)sc1O
    40*	4%	?	40*	0%	5%	75%[activator]
> Cc1onc(-c2ccccc2)c1C(=O)NCc1ccc(Cl)cc1
    -1	3%	-15%	4	2%	12%	11%
> Cc1ccc(-c2nc(Nc3ccc(O)cc3)c3ccccc3n2)cc1
    14*	0%	-1%	56	-8%	3%	nt
> O=C1CCN(Cc2ccc(Cl)cc2)N1
    17	-1%	18%	18	4%	-12%	5%[0.00184 µM]

Reprinted at random: three compounds from above
Each structure is followed by: CHX counter	LmPK inhibitor	Pf growth 96h	Shiga toxin inh	Tb PYK inh	AMA1 RON2 block	Pf growth 48h
> Cc1onc(-c2ccccc2)c1C(=O)NCc1ccc(Cl)cc1
    -1	3%	-15%	4	2%	12%	11%
> Cc1ccc(-c2nc(Nc3ccc(O)cc3)c3ccccc3n2)cc1
    14*	0%	-1%	56	-8%	3%	nt
> CC(=O)c1c(C)nc(-c2ccccc2)nc1NC(=O)Cc1ccccc1
    17	-1%	42%[activator]	31	3%	-1%	-11%

The list goes on:
Each structure is followed by: CHX counter	LmPK inhibitor	Pf growth 96h	Shiga toxin inh	Tb PYK inh	AMA1 RON2 block	Pf growth 48h
> O=C(NCc1cccnc1)c1csc2c1CCCC2
    1	-1%	32%[activator]	-11	2%	-5%	13%
> Cc1ccc(-c2csc(NC(=O)C3CCN(S(=O)(=O)c4cccs4)CC3)n2)cc1
    -3	2%	12µM*	-3	-5%	31%[activator]	?
> CCOC(=O)C1CCCN(Cc2ccc(-c3ccccc3)cc2)C1 (centres undefined)
    -1	-2%	20%	nt	-1%	?	0%
> CCN1C(=NCc2cc(OC)c(OC)c(OC)c2)N[C@@H](c2ccccc2)C(C(=O)OC)=C1C
    -2	-3%	4.7µM*	-5	?	14%	-23%
> CCOC(=O)C1CCN(/C=C2\C(=O)NC(=S)N(CC)C2=O)CC1
    3	-1%	?	-5	0%	3%	3%
> CCOc1ccc(C(=O)OC(C)CN2CCN(C)CC2)cc1 (centres undefined)
    5	1%	13%	-4	0%	-4%	nt
> O=C(CCc1nc2cccnc2n1Cc1ccccc1)NCCc1ccc(Cl)cc1
    -2	1%	?	-4	-10%	-1%	?
> CSc1cccc(NC(=S)N(Cc2ccc(C)cc2)Cc2cccnc2)c1
    7	7%	?	-4	4%	-1%	?
> O=C(C/C=N/OCc1ccc(Cl)cc1Cl)c1ccccc1
    20*	1%	0%	47	-5%	12%	?
> O=[N+]([O-])c1ccc(/C=N/Nc2cc(Cl)nc(-c3ccccc3)n2)cc1
    -4	-3%	?	-9	-1%	-1%	?
> O=C(Nc1ccc(N2CCN(C(=O)c3ccc(Cl)cc3)CC2)cc1)c1cc2ccccc2o1
    -2	7%	5.9µM*	22	0%	-6%	nt
> COc1ccccc1N1CC(C)(C)C(=O)N(C(=O)c2ccc(Cl)cc2)C1=S
    12	-1%	37%[activator]	46	-1%	-19%	45%[activator]
> Cc1cnc(C(=O)OCC(=O)Nc2cc(-c3ccccc3)nn2-c2ccccc2)cn1
    nt	nt	?	nt	0%	28%	13%
> CCOCCCNc1nc2c(-c3ccccc3)nnn2c2ccccc12
    -2	0%	?	-7	0%	9%	?
> Cc1ccc(C)c(N(CC(=O)NC2CCCC2)S(=O)(=O)c2ccccc2)c1
    2	4%	13µM*	-10	-8%	-1%	-17%
> CCc1ccccc1NC(=O)c1cnccn1
    -2	4%	?	1	8%	14%	-19%
> O=C(CCc1ccc(O)cc1)N/N=C/c1coc2ccccc2c1=O
    -1	-11%	51%[activator]	-5	2%	15%	4%
> CCC(=O)N1N=C(c2cccs2)CC1c1ccc(C)cc1 (centres undefined)
    10	-5%	?	-6	-5%	-5%	-15%
> CC(OC(=O)Cn1cnc2c1c(=O)n(C)c(=O)n2C)C(=O)NCc1ccccc1 (centres undefined)
    nt	nt	-2%	nt	4%	2%	17%
> CCOC(=O)C1CCCCN1Cc1ccc(C(F)(F)F)cc1 (centres undefined)
    -4	-1%	9.3µM*	-10	20%	0%	nt
> CCc1cccc(NC(=O)c2cnn(-c3ccccc3)c2C)c1
    45*	-16%	90%[activator]	137*	-10%	5%	94%[activator]
> O=C(NN1C(=O)C2C3C=CC([C@H]4CC34)[C@@H]2C1=O)c1ccc(Br)cc1 (some centres undefined)
    11	1%	-3%	-4	0%	-2%	?
> O=C(CNC(=O)c1ccc(Cl)cc1)NCC(F)(F)F
    -3	-2%	2%	4	1%	21%	-2%
> CCOc1cc(/C=N/O)ccc1OCc1ccc([N+](=O)[O-])cc1
    9	0%	9%	37*	-14%	-8%	-27%
> CCCn1c(SCC(=O)Nc2nnc(-c3ccccc3)s2)nnc1-c1ccccn1
    4	5%	12%	20	3%	8%	0%
> Cn1cccc1/C=C1\SC(=O)N(c2ccc(O)cc2)C1=O
    39*	-2%	149%[activator]	33*	3%	-13%	120%[activator]
> COc1ccc(/C=N/NC(C)(C)C)c(OC)c1
    -1	1%	23%	-6	3%	-11%	-9%
> Cc1nc2scc(C)n2c(=O)c1S(=O)(=O)NCc1ccccc1Cl
    2	-10%	?	11	2%&3%	-9%	14%
> COc1ccccc1CNC(=O)C1CCN(c2nc3ccccc3o2)CC1
    1	0%	-9%	23	-20%	-17%	24%
> CC1Cc2ccccc2N1C(=O)COC(=O)CSc1ccc(F)cc1 (centres undefined)
    nt	nt	23%	nt	-11%	5%	47%[activator]
> CCN1C(=O)CSC1=NC12CC3CC(CC(C3)C1)C2
    -5	-4%	nt	-23	-1%	2%	-1%
> CC(C)N(Cc1ccccc1)C(=O)CCc1ccccc1
    -1	4%	18%	4	0%	-2%	-12%
> COC(=O)C1(C)NC(c2ccc(F)cc2)C2C(=O)N(c3ccc(C)cc3)C(=O)C21 (centres undefined)
    -1	4%	2.3µM*	16	1%	0%	-1%
> CCCn1c(N2CCN(C(=O)Nc3ccccc3)CC2)nc2ccccc21
    -1	5%	-11%	4	1%	-1%	?
> CC1=CC=CC2=NC(=O)CC(C)(C(=O)N(CC(=O)NC(C)C)C3CCCC3)N12 (centres undefined)
    -3	-3%	-4%	-11	-2%	7%	-1%
> CCCCc1c(C)nc2ccccc2c1SCCC#N
    -1	-1%	?	20	-20%	-19%	?
> CCc1c(C)nc(SCC(=O)c2cccs2)c(C#N)c1C
    39*	-7%	121%[activator]	40	-2%	2%	nt
> COc1ccc(CN2C(=O)CC(=O)NC2=S)cc1
    6	4%	?	-24	-6%	28%	42%[activator]
> CSc1ccccc1C(=O)C1CCCN(C(=O)c2ccc(N3CCOCC3)cc2)C1 (centres undefined)
    17*	6%	10µM*	34*	-5%	10%	-14%
> O=C(NC1CCN(C(=O)NC2CCCCC2)CC1)c1ccco1
    -3	1%	nt	19	2%	-27%	1%
> CCCc1cc(=O)oc2cc(C)cc(OCC(=O)NC(Cc3c[nH]c4ccc(O)cc34)C(=O)O)c12 (centres undefined)
    1	4%	-15%	-9	-6%	-13%	23%
> CCSC1=N/C(=C\c2ccc(OC)cc2)C(=O)N1
    28*	8%	-7%	46*	-11%	-18%	52%
> Nc1c(Cl)c(Cl)nc(C(=O)OCC(=O)NCc2ccccc2)c1Cl
    nt	nt	-10%	nt	-1%	-3%	-22%
> CN(C)c1ccc(P(=O)(OC2CCCCC2)C(O)c2cccnc2)cc1 (centres undefined)
    -3	4%	-22%	-7	-2%	-3%	-11%
> O=C(CSc1nc2ccccc2n1CCc1ccccc1)NC1CCS(=O)(=O)C1 (centres undefined)
    -1	-2%	?	-13	?	40%[activator]	nt
> O=C(N/N=C/c1ccc2c(c1)OCO2)/C(=C/c1ccc2c(c1)OCO2)NC(=O)c1ccccc1
    1	1%	0%	-1	-3%	48%[activator]	-1%
> O=c1cc2c(nn1Cc1cccc(Cl)c1)-c1ccccc1CC2
    -7	0%	nt	-12	-6%	8%	-14%
> COc1ccc(C2Sc3nncn3N2Cc2ccc(C#N)cc2)cc1 (centres undefined)
    -6	0%	13µM*	-2	-10%	-1%	-9%
> COc1ccccc1N(C)S(=O)(=O)c1ccc(C(=O)N2CCCC(C(F)(F)F)C2)cc1 (centres undefined)
    nt	nt	?	nt	7%	3%	?
> CCOC(=O)c1ccc(NC(=S)NNC(C)(C)C)cc1
    61*	3%	-6%	84*	-22%	42%[activator]	-14%

Next structures.
Each structure is followed by: CHX counter	LmPK inhibitor	Pf growth 96h	Shiga toxin inh	Tb PYK inh	AMA1 RON2 block	Pf growth 48h
> Cc1ccc(CNC(=O)c2ccc(N3CCC4(CC3)CC(c3ccccc3)=NO4)c(NC(=O)c3c(Cl)cccc3Cl)c2)cc1
    nt	nt	?	nt	5%	-6%	-29%
> COc1ccccc1Oc1c(C)oc2cc(OC(=O)N(C)C)ccc2c1=O
    -6	-1%	14%	9	-5%	6%	-1%
> CCOC(=O)c1c(C)n(C)c2ccc(OCC(O)Cn3nc(C)c(Br)c3C)cc12 (centres undefined)
    -3	1%	nt	5	3%	-1%	-16%
> COc1cc(C(=O)NC(=S)Nc2ccc3c(c2)C(=O)N(C)C3=O)cc(OC)c1OC
    0	4%	6%	7	2%	25%	47%
> Cc1ccc(NC(=O)C2CCCN2C(=O)OCc2ccccc2)cc1C (centres undefined)
    8	-2%	?	-5	2%	0%	-6%
> CC(=O)c1ccc(NC(=O)C2Cc3ccccc3CN2C(=O)c2ccccc2)cc1 (centres undefined)
    11*	-3%	15µM*	41*	-6%	-6%	-21%
> Cc1ccc(-c2csc(/C(C#N)=C/Nc3ccccc3SC(F)(F)F)n2)c(C)c1
    1	-1%	?	-7	-3%	-3%	36%[activator]
> O=C1c2ccccc2C(=O)c2c1cccc2N1CCOCC1
    27*	-14%	103%[activator]	79*	-6%	?	15%
> COc1ccc(NC(=O)CN2C(=O)/C(=C3\SC(=S)N(C4CCS(=O)(=O)C4)C3=O)c3ccccc32)cc1 (centres undefined)
    3	-12%	?	9	0%	27%	-15%
> Cc1ccc(C(=O)Nc2ccc(NC(=O)c3cccs3)cc2)cc1[N+](=O)[O-]
    8	0%	13%	23	-1%	-3%	14%
> O=C(/C=C/c1ccc(F)cc1)N1CC[C@@]2(O)CCCC[C@H]2C1
    -4	3%	?	3	2%	0%	-12%

Compound activity deposited in PubChem BioAssay by National Center for Advancing Translational Sciences (NCATS).
